Screening results: PubChem, Sanford-Burnham Center for Chemical Genomics
PfG6PD inh = PfG6PD (Plasmodium falciparum) enzyme inhibition | 0.78% of 350,000 active | inhibition, % at 20 µM | AID 504690 | PfGluPho enzyme, NADPH resazurin-diaphorase fluorescence;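 active = inhibition reaching at least a set limit at 20 µM in the primary screen, cut at about 59% in these data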;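 also: 0% = DMSO wells with substrate and 100% = DMSO wells lacking glucose-6-phosphate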
SENP1 inh = inhibitors of human SENP1 SUMO protease catalytic domain; Q9P0U3; recombinant SENP1 catalytic domain, CyPet-SUMO1-YPet FRET cleavage; inhibition, % at 10 µM; 0.21% of 360,000 active; AID 624204;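 active = inhibition at least 30% at 10 µM, raw YFP signal under a set limit, fluorescence ratio 0.5 to 1.5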;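 also: 0% = enzyme with DMSO and 100% = no enzyme wells; some results filed as inactive read as strong as hits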
Target sequence (Q9P0U3 419-644 limits assumed): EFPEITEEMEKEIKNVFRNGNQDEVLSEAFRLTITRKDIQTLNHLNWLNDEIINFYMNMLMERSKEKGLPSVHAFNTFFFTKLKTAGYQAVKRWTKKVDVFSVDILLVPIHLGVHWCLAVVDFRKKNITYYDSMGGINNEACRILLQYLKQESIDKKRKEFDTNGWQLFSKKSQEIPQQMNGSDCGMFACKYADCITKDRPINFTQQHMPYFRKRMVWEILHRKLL
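system = hSENP1 catalytic domain, recombinant | reagent = SFCypet-SUMO1-SFYpet substrate at 25 nM | doses = one dose per compound, 10 µM, 0.5% DMSO | incubation = enzyme reaction for 50 min at room temperature, dark | measured by = FRET, CFP and YFP emission | controls = no-enzyme low, enzyme-DMSO high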
SENP6 block = inhibitors of human SENP6 protease; Q9GZR1; Recombinant SENP6 catalytic domain, aminoluciferin luminescence; inhibition, % at 10 µM; 1.8% of 330,000 active;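 active = inhibition above about 50% at the single tested dose, limit read from the data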;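 also: plate controls were DMSO wells with enzyme for no effect and DMSO wells lacking enzyme for full effect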
Target sequence (Q9GZR1 628-1112 limits assumed): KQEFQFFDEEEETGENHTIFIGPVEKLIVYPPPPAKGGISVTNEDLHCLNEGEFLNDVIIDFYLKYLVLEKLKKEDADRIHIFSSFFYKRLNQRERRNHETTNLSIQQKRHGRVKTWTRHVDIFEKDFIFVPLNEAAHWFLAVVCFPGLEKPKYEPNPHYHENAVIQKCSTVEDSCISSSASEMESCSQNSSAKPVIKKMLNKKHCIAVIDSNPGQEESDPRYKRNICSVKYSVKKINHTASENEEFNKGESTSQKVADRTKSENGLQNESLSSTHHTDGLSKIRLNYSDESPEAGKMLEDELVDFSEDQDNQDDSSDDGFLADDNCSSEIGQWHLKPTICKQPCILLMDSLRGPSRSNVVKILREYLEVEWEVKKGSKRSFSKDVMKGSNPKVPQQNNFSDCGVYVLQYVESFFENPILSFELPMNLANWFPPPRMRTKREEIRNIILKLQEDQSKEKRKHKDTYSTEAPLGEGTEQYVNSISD
SENP7 block = inhibitors of human SENP7 protease. Q9BQF6. recombinant SENP7, Z-RLRGG-aminoluciferin luminescence, 40 min. AID 434973. 1.5% of 330,000 active. inhibition, % at 5 µM;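 active = inhibition above about 50% at the single test dose, limit read from the data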;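 also: plate controls were DMSO with enzyme for no effect and no enzyme buffer wells for full effect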
Apaf1 inhib = inhibitors of human Apaf-1 apoptosome; reconstituted apoptosome caspase-3 activity, DEVD-Rh110 fluorescence; 0.71% of 330,000 active; inhibition, % at 20 µM; O14727; AID 489030; active = inhibition of at least 40% at 20 µM;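 also: plate controls were DMSO wells for no effect and DEVD-CHO caspase inhibitor wells for full effect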
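Material: biochemical Apaf-1 apoptosome reconstitution. Medium: Hepes buffer, pH 7.5. Also added: cytochrome c activation, bis-DEVD rhodamine 110 substrate. Timing: 30 min compound preincubation, 50 min activation, room temperature. Measured by: rhodamine 110 fluorescence at Ex 480/Em 540 nm.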
SENP8 block-1 = SENP8 protease inhibition. 1.2% of 330,000 active. AID 2540. purified SENP8, Z-RLRGG-aminoluciferin cleavage, luminescence. Q96LD8. inhibition, % at 10 µM; in the data active = inhibition above about 50%
Target sequence (Q96LD8 whole entry, looked up): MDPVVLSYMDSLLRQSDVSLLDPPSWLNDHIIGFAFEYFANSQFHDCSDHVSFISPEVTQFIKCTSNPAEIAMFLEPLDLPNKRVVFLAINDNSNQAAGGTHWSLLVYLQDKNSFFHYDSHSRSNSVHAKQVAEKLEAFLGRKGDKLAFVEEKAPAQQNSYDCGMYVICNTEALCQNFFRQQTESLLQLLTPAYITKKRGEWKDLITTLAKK
HKDC1 inhibitor = HKDC1 (human) hexokinase inhibition. recombinant HKDC1, G6PDH/diaphorase resazurin coupled fluorescence. inhibition, % at 20 µM. 0.16% of 340,000 active;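 active = inhibition above about 35% when tested at 20 µM, limit read from the data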;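 also: plate controls were DMSO wells with enzyme for no effect and DMSO wells lacking enzyme for full effect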
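test system = in-house recombinant HK5 (HKDC1) enzyme | amount = HKDC1 at 5 µg/mL | control set = DMSO-enzyme wells negative, buffer-substituted wells positive | compound = one dose of 20 µM, 1% DMSO | schedule = reaction time 90 min, room temperature, protected from light | technique = resorufin fluorescence at 613 nm | reagent = glucose with 1 mM ATP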
SENP8 block-2 = inhibitors of human SENP8 protease; Q96LD8; recombinant SENP8, Nedd8 substrate fluorescence; inhibition, % at 20 µM; 0.64% of 360,000 active; AID 602440; in the data active = inhibition mostly above about 40%, no sharp cut-off; inactive = mostly below about 27%
* hit, by the source's call; · = not tested or not shown; & = joins results of further samples.

SMILES	PfG6PD inh	SENP1 inh	SENP6 block	SENP7 block	Apaf1 inhib	SENP8 block-1	HKDC1 inhibitor	SENP8 block-2
CCOc1ccccc1N1CCN(C(=O)c2c(CC)noc2C)CC1	0	2	-15	0	3	4	0	10
CC(C)N1CC(O)=C(c2nc3ccccc3[nH]2)C1=N	-24	-3	-3	0	-16	-3	11	8
Nc1ccc2nc(-c3cccc(-c4nc5ccc(N)cc5[nH]4)c3)[nH]c2c1	7	-32	-6	10	14	5	4	-287
CCOC(=O)C(CO)NC(=O)C1(NC(C)=O)CCCC1 (stereo not drawn)	6	0	·	·	·	·	-7	2
CCCn1cnc2cc(NCc3cccc(OC)c3O)ccc21	18	-2	-4	-1	2	-4	4	-136
CN1CCN(CC#CCC2(O)c3ccccc3-c3ccccc32)CC1	-3	2	-10	-1	-2	-1	-6	9
Cc1ccc(C2(c3noc(CN(C)CCCN4CCOCC4)n3)CCCC2)cc1	·	·	5	7	-19	9	·	·
O=C1CN(C(=O)COc2ccccc2)CCN1	-3	2	-7	-7	5	5	-5	6
CCN1CCN(Cc2ccc(NC(=O)c3cc(NC(=O)c4cncc(-c5ccc(C#N)cc5)c4)cc(OC)c3)cc2C(F)(F)F)CC1	6&0	-1&0	-15	-6	54*	-5	-2	6&8
Nc1ncc(C(=O)O)c(-c2ccccc2)n1	11	1	·	·	·	·	-1	-22
CC(NC(=O)/C(=C/c1cccc([N+](=O)[O-])c1)NC(=O)c1ccco1)C(=O)O (stereo not drawn)	-3	-1	6	3	-1	3	-7	4
CN(CCCNC(=O)c1cc2c(Cl)nc3ccccc3c2s1)Cc1ccccc1	6	1	3	-2	0	2	20	16
CCCCNCc1cc(Br)c(OCc2cccs2)c(OC)c1	-6	1	-20	-6	-1	-8	-9	37
Cc1cccnc1NC(=S)Nc1ccc(F)cc1F	18	-4	-11	-4	1	-5	-11	-3
COC(=O)c1cc2sc(Cl)cc2n1Cc1nc(-c2ccccc2)oc1C	-2	-3	1	0	-1	7	1	-3
CC1CCCN(C(=O)c2cccc(S(=O)(=O)N3CCCC3)c2)C1 (stereo not drawn)	-9	0	0	6	4	-5	4	1
Cn1nc(C(=O)Nc2ccc(Br)cc2)cc1C(=O)Nc1ccc(Br)cc1	-9	1	-13	-3	2	-6	-5	-27
CCOC(=O)c1c(NC(=S)Nc2ccccc2)sc2c1CCN(C)C2	34	-23	-8	-4	5	-10	3	-112
O=C(CCCn1c(=S)[nH]c2ccccc2c1=O)NCCSCc1ccccc1	10	3	-1	6	15	0	-2	10
N/C(=N\OC(=O)c1ccco1)c1ccccn1	-11	1	76*	78*	-6	49	-5	17
CCOC(=O)C1CCN(C(=O)C2CC(=O)N(c3ccc4c(c3)OCCO4)C2)CC1 (stereo not drawn)	9	2	2	-4	36	-5	-8	7
O=C(COC(=O)c1nc(Cl)ccc1Cl)NC1CCCCCC1	-18	0	3	3	3	-3	0	4
C=CCOc1ccccc1CNCCc1ccc(S(N)(=O)=O)cc1	-1	2	4	-8	5	-12	-6	7
Cc1ccccc1CC(=O)Nc1ccon1	-9	3	7	4	-16	3	-2	-3
O=C(NCSc1ccccc1)c1ccccc1	4	-3	-5	-11	-2	-8	-3	11

SENP6 block, hit marks shown above
Molecule	PfG6PD inh	SENP1 inh	SENP6 block	SENP7 block	HKDC1 inhibitor
N/C(=N\OC(=O)c1ccco1)c1ccccn1	-11	1	76*	78*	-5

20 structures already listed, sorted by SMILES length, high to low.
SMILES	PfG6PD inh	SENP1 inh	SENP6 block	SENP7 block	Apaf1 inhib	SENP8 block-1	HKDC1 inhibitor	SENP8 block-2
CCN1CCN(Cc2ccc(NC(=O)c3cc(NC(=O)c4cncc(-c5ccc(C#N)cc5)c4)cc(OC)c3)cc2C(F)(F)F)CC1	6&0	-1&0	-15	-6	54*	-5	-2	6&8
CC(NC(=O)/C(=C/c1cccc([N+](=O)[O-])c1)NC(=O)c1ccco1)C(=O)O (stereo not drawn)	-3	-1	6	3	-1	3	-7	4
CCOC(=O)C1CCN(C(=O)C2CC(=O)N(c3ccc4c(c3)OCCO4)C2)CC1 (stereo not drawn)	9	2	2	-4	36	-5	-8	7
Nc1ccc2nc(-c3cccc(-c4nc5ccc(N)cc5[nH]4)c3)[nH]c2c1	7	-32	-6	10	14	5	4	-287
Cn1nc(C(=O)Nc2ccc(Br)cc2)cc1C(=O)Nc1ccc(Br)cc1	-9	1	-13	-3	2	-6	-5	-27
CN(CCCNC(=O)c1cc2c(Cl)nc3ccccc3c2s1)Cc1ccccc1	6	1	3	-2	0	2	20	16
O=C(CCCn1c(=S)[nH]c2ccccc2c1=O)NCCSCc1ccccc1	10	3	-1	6	15	0	-2	10
COC(=O)c1cc2sc(Cl)cc2n1Cc1nc(-c2ccccc2)oc1C	-2	-3	1	0	-1	7	1	-3
CC1CCCN(C(=O)c2cccc(S(=O)(=O)N3CCCC3)c2)C1 (stereo not drawn)	-9	0	0	6	4	-5	4	1
CCOC(=O)c1c(NC(=S)Nc2ccccc2)sc2c1CCN(C)C2	34	-23	-8	-4	5	-10	3	-112
CN1CCN(CC#CCC2(O)c3ccccc3-c3ccccc32)CC1	-3	2	-10	-1	-2	-1	-6	9
CCOc1ccccc1N1CCN(C(=O)c2c(CC)noc2C)CC1	0	2	-15	0	3	4	0	10
C=CCOc1ccccc1CNCCc1ccc(S(N)(=O)=O)cc1	-1	2	4	-8	5	-12	-6	7
O=C(COC(=O)c1nc(Cl)ccc1Cl)NC1CCCCCC1	-18	0	3	3	3	-3	0	4
CCOC(=O)C(CO)NC(=O)C1(NC(C)=O)CCCC1 (stereo not drawn)	6	0	·	·	·	·	-7	2
CCCCNCc1cc(Br)c(OCc2cccs2)c(OC)c1	-6	1	-20	-6	-1	-8	-9	37
Nc1ncc(C(=O)O)c(-c2ccccc2)n1	11	1	·	·	·	·	-1	-22
O=C1CN(C(=O)COc2ccccc2)CCN1	-3	2	-7	-7	5	5	-5	6
O=C(NCSc1ccccc1)c1ccccc1	4	-3	-5	-11	-2	-8	-3	11
Cc1ccccc1CC(=O)Nc1ccon1	-9	3	7	4	-16	3	-2	-3

The listing continues.
SMILES	PfG6PD inh	SENP1 inh	SENP6 block	SENP7 block	Apaf1 inhib	SENP8 block-1	HKDC1 inhibitor	SENP8 block-2
COc1ccc(N2C(=O)C(Cl)=C(Nc3ccccc3OC)C2=O)cc1	-3	3	-8	5	-1	4	-10	26
COC(=O)c1[nH]c2cccc(OC)c2c1NC(=O)CCN1CCN(c2ccccc2OC)CC1	6	-3	13	-7	-21	5	16	-314
Cc1cccc(N2CCN(C(=O)CCc3nc4ccccc4c(=O)[nH]3)CC2)c1C	15	2	-11	-7	13	-10	4	7
CCC(C)(C)NC(=O)CN(Cc1ccc2c(c1)OCO2)C(=O)CCC(=O)Nc1ccccn1	8	0	9	2	5	-5	3	14
CC(C)(C)c1ccc(C(=O)NNC(=O)Cc2ccccc2)cc1	-9	2	-9	8	4	-8	-8	0
O=C(Nc1ccccn1)C1CCN(S(=O)(=O)c2ccc(Cl)cc2)CC1	3	0	-8	20	3	-11	0	17
CCc1ccccc1NC(=O)C1CCCN1C(=O)Nc1ccc(C)cc1 (stereo not drawn)	-8	6	-7	0	0	-8	-1	11
Cc1cccc(NC(=O)N2CCCC(CNC(=O)c3ccccc3Cl)C2)c1C (stereo not drawn)	10	-2	1	0	-3	2	2	3
Cc1ccccc1NC(=O)/C=C1\SC(=O)NC1=O	50	0	-4	2	5	-4	-13	14
CCN(C(=O)N1CCOCC1)c1ccccc1	-14	-1	9	4	-4	8	4	14
Cc1cccc(NC(=O)C(=O)NCC2CCCN2S(=O)(=O)c2cccs2)c1C (stereo not drawn)	10	-6	-16	14	16	6	2	12
COC[C@@H]1NS(=O)(=O)c2ccc(Br)cc2O[C@H]1c1ccccc1	-5	1	·	·	·	·	-2	4
O=C(CSc1nnc(-c2ccc(S(=O)(=O)N3CCCC3)cc2)o1)NCC1CCCO1 (stereo not drawn)	-15	0	-5	-3	-2	-6	-7	10
CC1CCc2sc(C(=O)NNC(=S)NCC3CCCO3)cc2C1 (stereo not drawn)	-5	3	9	1	6	1	-1	-24
CCOc1ccccc1C(=O)NCC(=O)Nc1ccc2c(c1)OCO2	-1	1	-7	-4	14	-10	-4	5
O=C(OCC(=O)N1CCCc2ccccc21)c1ccc(F)c(S(=O)(=O)N2CCOCC2)c1	-5	3	-3	-1	8	15	4	10
CC(C)c1cc(NCCN2CCOCC2)n2c(nc3ccccc32)c1C#N	11	-21	·	·	·	·	-3	-457
COc1cc(OC)c(C2Nc3cccc4cccc(c34)N2)c(OC)c1	40	-14	58*	5	39	23	18	-290
O=C(c1ccccc1)c1ccc(OCC(O)CNCc2ccc(Cl)cc2)cc1 (stereo not drawn)	6	0	1	5	14	1	-6	16
Cc1ccc(CSc2nnc(-c3ccncc3)n2CC2CCCO2)cc1 (stereo not drawn)	-19	1	1	5	0	3	0	8
CN(C)CCCn1c(-c2ccccc2)nc(=S)c2c1CCCC2	-7	-5	-9	-3	-3	1	-6	13
COc1cc(OC)c(C(=O)N2CCCC2)cc1OC	-6	2	-12	1	2	-12	-1	6
Cc1ccc(S(=O)(=O)Cc2ccc(C(=O)OCc3ccccc3)cc2)cc1	-3	2	-13	0	20	6	0	12
COc1ccc(NC(=O)CN(C)CC(=O)Nc2cccc3ccccc23)c(OC)c1	5	3	-17	8	10	-11	-5	0
CC(NC(=O)Cn1nc(C(F)(F)F)c2c1CCC2)c1ccccc1 (stereo not drawn)	9	0	-26	-4	9	-2	3	38

Continuation.
SMILES	PfG6PD inh	SENP1 inh	SENP6 block	SENP7 block	Apaf1 inhib	SENP8 block-1	HKDC1 inhibitor	SENP8 block-2
COc1ccc(Cl)cc1NC(=O)COC(=O)CCCN1C(=O)c2ccccc2C1=O	4	4	-17	1	7	-3	-9	24
CCC[N+]1(CC#CC(O)(c2ccccc2)C2CCCCC2)CCCCC1 (stereo not drawn)	-4	1	-24	-8	4	-1	-2	3
COc1ccc(CCNC2CC(=O)N(CCc3ccccc3)C2=O)cc1OC (stereo not drawn)	2	2	-11	-4	-5	-12	1	11
COC(=O)/C(=C/c1ccccc1)NC(=O)c1ccco1	-3	2	6	0	-2	-1	-10	16
Cc1ccccc1C(=O)NCCCNC(=O)c1ccco1	17	4	-4	-3	5	2	-4	7
O=C(NOCc1ccccc1)c1ccc(Cl)cc1	-10	2	25	19	-6	-4	-4	13
COc1ccc(Cl)cc1NC(=O)CN(C)CC(=O)Nc1ccc2c(c1)OCO2	20	2	-1	-6	7	14	1	8
O=C(CNC(=O)c1ccc2ccccc2c1)NC1CCCCC1	1	1	2	-2	-5	6	-4	-4
COc1ccc(OC)c(NC(=O)COC(=O)CCS(=O)(=O)c2ccc(Cl)cc2)c1	-21	-1	-2	-47	4	2	-2	16
Cc1ccc(-c2cc(C(=O)NCCCn3ccnc3)c3ccccc3n2)s1	-8	-17	-1	-3	-6	-7	15	-449
